MsrA act: activators of bovine methionine sulfoxide reductase A; purified bovine MsrA, absorbance read-out; activation, % at 10.6 µM; 360,000 tested, 0.3% active; in the data active means activation above about 7.5%;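 further: 0% = vehicle and 100% = reference activator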
eLon inh: inhibits E. coli Lon protease; P0A9M0; inhibition, % at 7.94 µM; 360,000 tested, 0.42% active; purified E. coli Lon protease, fluorescence polarization; in the data active means inhibition above about 13%, passing the limit was not always enough;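 further: 0% = enzyme with probe and DMSO and 100% = no enzyme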
SUMO1 PPI mod: alters human SUMO1 binding to SIM partners. inhibition, % at 20 µM. P63165. 360,000 tested, 0.33% active. SUMO1 binding to a labelled peptide, TR-FRET, 1 h; in the data active means inhibition above about 37%
Target sequence (P63165 whole entry, looked up): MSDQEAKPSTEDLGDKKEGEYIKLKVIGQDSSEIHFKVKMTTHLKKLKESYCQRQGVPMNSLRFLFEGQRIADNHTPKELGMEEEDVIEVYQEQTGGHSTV
NRP1-CendR mod: alters CendR peptide binding to human NRP-1; O14786; FAM-RPARPAR peptide binding to NRP-1, fluorescence polarization; inhibition, % at 25 µM; 360,000 tested, 0.85% active; AID 602438;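 active means inhibition or corrected inhibition above about 18%, plus a signal ratio from 0.5 to 1.5, limit read from the data, passing the limit was not always enough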; further: strong numbers were not always called active
LMPTP inh: LMPTP (human) inhibition; 360,000 tested, 0.22% active; AID 651560; P24666; recombinant LMPTP-A, OMFP fluorogenic substrate, fluorescence intensity; inhibition, % at 20 µM;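 active means compounds that cut the enzyme signal by at least half of the control window in the single-dose screen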;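 further: plate controls were DMSO wells with enzyme plus substrate for no effect and substrate without enzyme for full effect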
Target sequence (P24666 whole entry, looked up): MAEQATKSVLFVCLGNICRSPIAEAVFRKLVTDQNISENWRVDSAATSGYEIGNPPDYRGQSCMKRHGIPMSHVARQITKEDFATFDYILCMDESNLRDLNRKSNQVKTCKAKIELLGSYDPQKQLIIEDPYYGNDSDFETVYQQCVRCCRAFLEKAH
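Test system: LMPTP-A, protein tyrosine phosphatase of low molecular weight; Input: 0.625 nM enzyme; Incubation: 50 min dark incubation at room temperature; Signal: endpoint fluorescence intensity from OMFP dephosphorylation; Read-out basis: % inhibition versus control wells.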
TbMetRS inhib: blocks T. brucei methionyl-tRNA synthetase activity | purified T. brucei MetRS, ATP depletion, Kinase-Glo luminescence | inhibition, % at 11.9 µM | 360,000 tested, 0.4% active;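 active means inhibition above a per-plate cutoff of the control wells' mean inhibition plus 3 SD, cut at about 5.5% in these data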;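 further: 0% = DMSO wells median and 100% = median of wells with control inhibitor compound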
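Dosing: 11.9 µM compound single dose, 0.9% DMSO; Assay system: purified T. brucei MetRS enzyme; Measured by: Kinase-Glo luciferase luminescence reporting remaining unconsumed ATP; Schedule: 15 min plus 2 h at 25 °C.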
Scp1 inh: inhibitors of human Scp-1 phosphatase; Q9GZU7; Recombinant Scp1, phosphopeptide, malachite green phosphate absorbance; inhibition, % at 20 µM; 340,000 tested, 0.88% active;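 active means inhibition above about 50% at 20 µM, limit read from the data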;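 further: plate controls were DMSO wells with enzyme for no effect and wells lacking enzyme for full effect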
Target sequence (Q9GZU7 76-261 limits assumed): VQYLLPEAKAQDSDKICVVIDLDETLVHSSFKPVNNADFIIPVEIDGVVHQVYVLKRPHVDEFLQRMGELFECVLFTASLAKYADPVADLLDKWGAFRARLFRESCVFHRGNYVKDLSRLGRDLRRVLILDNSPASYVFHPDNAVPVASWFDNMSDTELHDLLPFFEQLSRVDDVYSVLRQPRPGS
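Material – SCP-1 phosphatase catalytic domain, residues 76-261 · Buffer or medium – Acidic Tris acetate buffer with magnesium and detergent · Also added – Phospho 17-mer peptide substrate · Compound – single 20 µM dose, 1% DMSO · Times – 45 min room-temperature reaction, 5 min colour, 30 min stabiliser · Technique – Phosphate-binding colour reagent, absorbance read at 630 nm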
DNMT1 block: inhibitors of human DNMT1; P26358; DNMT1 molecular beacon, Hinp1I cleavage, fluorescence; inhibition (reported as % activation of signal), % at 10 µM; 360,000 tested, 0.83% active; in the data active means inhibition above about 50%
MsrA inhibitor: inhibits bovine methionine sulfoxide reductase A. AID 651718. 360,000 tested, 0.75% active. purified bovine MsrA, absorbance read-out. inhibition, % at 15.5 µM; in the data active means inhibition above about 4.5%;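 further: 0% = vehicle wells with enzyme and 100% = reference inhibitor wells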
STEP inh: blocks human striatal-enriched tyrosine phosphatase | P54829 | recombinant STEP, OMFP fluorogenic substrate, fluorescence | inhibition, % at 20 µM | 360,000 tested, 0.25% active | AID 588621;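 active means inhibition at 20 µM, scaled per plate between control wells, above about 37%, limit read from the data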;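 further: 0% = DMSO with enzyme and substrate and 100% = substrate only without enzyme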
Target sequence (P54829 whole entry, looked up): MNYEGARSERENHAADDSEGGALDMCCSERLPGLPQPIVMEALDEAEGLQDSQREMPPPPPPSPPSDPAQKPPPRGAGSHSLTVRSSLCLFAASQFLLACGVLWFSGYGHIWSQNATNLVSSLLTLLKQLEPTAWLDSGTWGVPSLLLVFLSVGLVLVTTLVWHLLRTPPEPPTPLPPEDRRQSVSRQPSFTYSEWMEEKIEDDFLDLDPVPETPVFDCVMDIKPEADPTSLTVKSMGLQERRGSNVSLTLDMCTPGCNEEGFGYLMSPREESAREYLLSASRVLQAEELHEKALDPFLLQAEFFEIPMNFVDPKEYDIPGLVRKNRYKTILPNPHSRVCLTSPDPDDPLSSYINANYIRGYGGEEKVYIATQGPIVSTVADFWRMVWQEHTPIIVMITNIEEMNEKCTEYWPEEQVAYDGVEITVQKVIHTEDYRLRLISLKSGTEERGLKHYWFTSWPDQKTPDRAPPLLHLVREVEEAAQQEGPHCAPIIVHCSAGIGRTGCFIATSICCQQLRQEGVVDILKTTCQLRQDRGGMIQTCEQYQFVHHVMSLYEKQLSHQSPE
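material = STEP tyrosine phosphatase | reagent = fluorogenic phosphatase substrate OMFP at 25 µM final | doses = single compound dose of 20 µM, 1% DMSO final | schedule = 20 min reaction, room temperature, in the dark | measured by = fluorescence, 480/540 nm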
Starred values were filed as active, the others as inactive; x = not tested or not shown.

compound | MsrA act | eLon inh | SUMO1 PPI mod | NRP1-CendR mod | LMPTP inh | TbMetRS inhib | Scp1 inh | DNMT1 block | MsrA inhibitor | STEP inh
Oc1ccc(Cl)cc1C1=NCCNC(C(F)(F)C(F)F)=C1 | -2.7 | -8.6 | -5.4 | -16.1 | -1.8 | -0.6 | -7.0 | -5.2 | 2.9 | 0.6
O=C(CCCCCN1C(=O)CCC1=O)NCc1ccccc1 | -5.5 | -0.1 | -2.3 | 5.5 | -2.6 | -1.1 | -7.2 | 0.9 | 0.3 | -3.3
COc1ccccc1N1CCN(C(=O)c2c(C)cc(=O)oc2C)CC1 | -0.9 | 2.1 | -4.7 | 15.1 | -2.6 | -0.1 | -12.2 | -1.1 | -1.0 | -0.3
N#CCCn1c(SCC(=O)c2c[nH]c3ccccc23)nc2ccccc21 | -2.0 | 4.6 | 10.7 | -22.4 | 2.7 | 5.8* | 0.3 | -25.9 | 1.3 | 11.3
CCOC(=O)c1cnc2nc(NCc3ccc(OC)c(OC)c3)[nH]n2c1=O | -2.0 | 0.5 | 9.4 | 13.0 | 10.9 | -0.9 | 53.7* | 2.0 | -0.5 | 23.1
CCOC(=O)C(=O)N(C)c1c(CC)nc2c(OCCC3CCCCC3)cccn12 | 8.2* | -4.9 | 5.3 | -2.5 | 0.8 | -0.1 | x | -3.6 | -0.2 | 2.2
O=C(CCS(=O)(=O)c1ccc2c(c1)NC(=O)CS2)NCCc1ccccc1 | -6.8 | -4.3 | 3.5 | -5.6 | 0.2 | -0.2 | -2.0 | -0.6 | 0.4 | -1.9
O=C(C[n+]1cc2ccccc2c2ccccc21)c1ccccc1 | 1.3 | 3.4 | -23.9 | -8.1 | 2.4 | 0.3 | 3.8 | 14.1 | 0.8 | 10.7
C/C(=N/N1CCN(Cc2cccc3ccccc23)CC1)c1cccnc1 | -6.8 | -3.1 | -6.3 | -4.5 | -3.3 | -0.8 | -5.0 | -1.6 | 1.3 | -3.1
O=S(=O)(N=C1C=CC(=NS(=O)(=O)c2ccccc2)c2ccccc21)c1ccccc1 | 0.3 | -5.7 | -8.2 | -6.8 | 1.9 | -0.2 | x | 22.3 | 0.6 | -2.0

Some of these compounds in order of count of non-hydrogen atoms, high to low.
compound | MsrA act | eLon inh | SUMO1 PPI mod | NRP1-CendR mod | LMPTP inh | TbMetRS inhib | Scp1 inh | DNMT1 block | MsrA inhibitor | STEP inh
O=S(=O)(N=C1C=CC(=NS(=O)(=O)c2ccccc2)c2ccccc21)c1ccccc1 | 0.3 | -5.7 | -8.2 | -6.8 | 1.9 | -0.2 | x | 22.3 | 0.6 | -2.0
C/C(=N/N1CCN(Cc2cccc3ccccc23)CC1)c1cccnc1 | -6.8 | -3.1 | -6.3 | -4.5 | -3.3 | -0.8 | -5.0 | -1.6 | 1.3 | -3.1
O=C(C[n+]1cc2ccccc2c2ccccc21)c1ccccc1 | 1.3 | 3.4 | -23.9 | -8.1 | 2.4 | 0.3 | 3.8 | 14.1 | 0.8 | 10.7

Additional structures.
compound | MsrA act | eLon inh | SUMO1 PPI mod | NRP1-CendR mod | LMPTP inh | TbMetRS inhib | Scp1 inh | DNMT1 block | MsrA inhibitor | STEP inh
CC1=C(c2ccccc2)C(O)(c2ccccc2)C(C)C1=O (stereo unspecified) | -4.5 | 9.5 | 0.1 | 2.7 | 0.0 | -0.3 | -3.8 | -5.4 | 0.8 | -0.6
CC(C)CN1C(=O)C(=O)N(CC(=O)NC(C)CCc2ccccc2)C1=O (stereo unspecified) | -4.2 | -2.0 | -5.1 | -2.7 | -1.1 | 0.1 | 7.5 | 1.8 | -0.3 | -2.0
O=C(c1ccc(Br)o1)N1CCN(c2ccccn2)CC1 | -10.5 | -5.0 | -0.7 | -9.9 | -2.3 | -0.7 | 2.9 | -2.5 | 0.6 | 11.6
CCCCCn1c(CN2CCCCC2C)nc2c1c(=O)n(C)c(=O)n2C (stereo unspecified) | -2.4 | -6.2 | 0.4 | 17.8 | -0.6 | -0.2 | -2.2 | 0.3 | -1.4 | -0.8
CC(C)C1C2=C(CC(C)(C)CC2=O)ON1c1ccccc1 (stereo unspecified) | -2.5 | 6.7 | 0.3 | 6.2 | -0.4 | 0.4 | -2.5 | 0.2 | -0.7 | -0.8
O=C(Nn1nnnc1Nc1ccccc1)C12CC3CC(CC(C3)C1)C2 | -1.0 | -6.8 | 0.6 | -4.0 | 0.3 | 3.8 | -10.7 | -1.0 | 0.3 | -0.8
Cc1cc(C)n(CC(C)(O)c2ccccc2)n1 (stereo unspecified) | -1.9 | -12.0 | 4.8 | 10.9 | -1.4 | -0.3 | 3.5 | 2.2 | -0.6 | 3.2
Cn1c(=O)c2c(nc(N3CCCC3)n2CC(O)CO)n(C)c1=O (stereo unspecified) | -1.7 | -2.0 | 3.1 | 0.3 | -1.2 | -0.6 | 0.2 | -1.5 | 0.6 | 2.3
CCc1cc(=O)[nH]c(-n2[nH]c(-c3ccccc3)cc2=O)n1 | -3.0 | 0.9 | 4.2 | 3.8 | -0.8 | -0.1 | -9.9 | -2.5 | 0.7 | -0.3
O=C(/C=C/c1cccs1)Nc1ccncc1 | -7.4 | -0.8 | -20.5 | -3.8 | 0.9 | -0.1 | 0.6 | 3.7 | 5.9* | -0.2
CCCCNC(=O)Nc1cc(C(=O)OC)ccc1C | 3.2 | -2.0 | 2.4 | -7.0 | -1.6 | -0.1 | 17.4 | -0.7 | -0.7 | -2.0
O=[N+]([O-])c1ccc(S(=O)(=O)NCC2CC3CCC2C3)cc1 (stereo unspecified) | 1.6 | 7.2 | -38.8 | -1.3 | 1.7 | 3.1 | -4.2 | 2.5 | -0.3 | -1.0
NS(=O)(=O)c1ccc(NC(=S)NC(=O)c2cccnc2)cc1 | -8.9 | 7.0 | 1.0 | -0.1 | 2.3 | 0.1 | -9.1 | -0.5 | 1.1 | -1.4
C[C@H](O)[C@@H]1C(=O)N2CCc3c([nH]c4ccccc34)[C@@H]2C[C@@H]1N(C)C(=O)NC1CCCCC1 | -1.1 | 1.8 | -6.6 | -5.8 | 0.9 | 5.5 | x | 0.8 | 0.8 | 0.4
N#CC(C#N)=Cc1cnc(N2CCN(c3ccccc3)CC2)s1 | 0.5 | -7.3 | -6.9 | -5.2 | 0.0 | -0.2 | -1.6 | 3.8 | -0.2 | -0.8
Cc1cc(/C=C2\C(=N)N3C(SCc4ccccc4)=NSC3=NC2=O)c(C)n1Cc1ccccc1 | -2.9 | -6.8 | -22.0 | -4.4 | 2.0 | -0.6 | -4.4 | 13.8 | 0.1 | 3.4
Cn1c(=O)c2nc(NCc3ccccc3)sc2n(C)c1=O | -2.4 | -3.0 | 4.9 | -3.2 | -1.2 | -0.1 | -9.5 | -2.0 | -0.1 | -0.4
CN(Cc1ccccc1)C(=O)c1ccc(NC(=O)Cc2cccc(NC(=O)C3CCN(C(=O)C4CC4)CC3)c2)cc1 | -4.2 | 7.2 | 1.5 | 7.0 | 2.5 | -0.5 | 11.0 | -4.3 | 0.2 | 4.5
Cc1ccc(Nc2nc(N)c([N+](=O)[O-])c(N3CCOCC3)n2)cc1 | -4.9 | -8.0 | -6.3 | -3.8 | 0.7 | -0.2 | -4.6 | -0.2 | 1.4 | 1.9
Cc1cc(C)nc(Nc2nc3ccccc3s2)n1 | -7.2 | -6.2 | -1.5 | 1.3 | -2.4 | -0.3 | -4.2 | 9.8 | 0.2 | 1.7
CCCOc1ccc(F)cc1-c1cc(C(=O)Nc2ccc(C)c(NS(C)(=O)=O)c2)[nH]n1 | -0.4 | 5.3 | -2.9 | -10.1 | 1.7 | -0.2 | x | 5.7 | 0.1 | -1.2
CCCCCCNC(=O)C(C(=O)OCC)C1CCCCC1 (stereo unspecified) | -4.5 | -0.5 | 1.9 | 4.3 | 0.4 | -0.1 | -4.8 | 2.4 | 1.7 | 0.0
CCCCC1CCC(/C(N)=N/O)CC1 (stereo unspecified) | 0.0 | -6.6 | 1.9 | -2.9 | -0.2 | -0.5 | -2.2 | 0.7 | -0.7 | 0.7
COCc1cc(C)nc2sc(C(=O)NC3CCCCC3)c(N)c12 | 4.3 | -2.5 | -0.2 | -20.4 | -0.5 | -0.4 | -5.9 | -6.6 | -0.7 | 0.7
CCN1CCN(C(=S)Nc2cc(S(=O)(=O)N(CC)CC)ccc2C)CC1 | -3.2 | 0.4 | 1.5 | 4.1 | -1.2 | -0.4 | -8.3 | -0.9 | 0.8 | 3.9
CC(C)(C)C1CCc2c(sc3ncn(N)c(=N)c23)C1 (stereo unspecified) | -5.4 | 3.1 | -1.6 | 1.0 | 6.2 | -0.7 | -2.7 | -1.4 | 1.1 | -1.4
O=C(O)c1c(-c2ccccc2)c(-c2ccccc2)nc2ccccc12 | -6.4 | -2.5 | -0.4 | -3.7 | -1.5 | -0.6 | -5.2 | -1.5 | 1.8 | -0.7
O=C(Nc1ccnn1C1CCN(C(=O)Cc2ccccc2F)CC1)C1CC1 | -5.7 | -1.8 | 3.6 | 11.6 | -1.8 | -0.5 | -4.8 | 0.9 | -1.2 | 1.5
Cc1ccc(C(=O)NC2CCN(CCCC(=O)c3ccc(F)cc3)CC2)cc1 | -1.2 | 2.1 | 0.0 | 4.5 | 1.9 | -0.9 | -8.1 | -0.2 | 0.9 | 1.2
Cc1nc(-c2cccc(NC(=O)C3CCCCC3)c2)cs1 | -7.4 | 6.4 | -4.8 | 11.0 | 1.8 | -0.3 | 3.1 | -4.5 | 0.1 | -0.6
Cc1cc2cc(CCNC(=O)C(C)C)c(=O)[nH]c2cc1C | -0.7 | -12.4 | 1.8 | 4.3 | -1.0 | 0.4 | -8.0 | 0.9 | 1.4 | 3.6
O=C(CSc1nc2sc3c(c2c(=O)n1-c1ccccc1)CCCC3)N/N=C/c1ccc(C(=O)O)cc1 | -1.8 | 3.5 | -3.7 | -33.0 | 1.2 | -0.7 | 50.7* | -3.4 | x | 2.2
CCc1nnc(NC(=O)CSc2nnc(-c3ccccc3O)o2)s1 | -10.9 | -6.1 | 0.0 | -3.9 | -0.3 | -1.6 | 4.6 | 4.0 | -0.2 | -0.9
COc1ccc(S(=O)(=O)N2CCCOC2CNC(=O)C(=O)NC2CCCC2)cc1 (stereo unspecified) | -11.8 | 3.2 | 3.8 | -3.8 | 1.1 | -0.6 | 0.0 | 0.4 | 0.3 | -0.4
COC(=O)c1[nH]c2cccc(Cl)c2c1NC(=O)CN(C)C1CCCCC1 | -0.1 | 2.4 | -3.1 | -4.0 | 0.6 | -0.8 | -5.9 | -6.2 | 0.6 | -4.3
Cc1ccc(-n2c(COc3c(C)cccc3C)nnc2SCC(=O)Nc2nccs2)cc1 | -7.6 | -13.1 | 1.8 | 4.1 | -1.5 | -0.6 | -8.4 | 15.2 | 0.1 | 3.6

Random draw from the library; any-hit rate near 4.3%.
